TrxR1 substrate: rat thioredoxin reductase 1 substrate activity; actives 0.01% (n = 390,000); purified TrxR1 substrate turnover, NADPH consumption readout; Potency, µM (top dose mostly 114 µM), without a hit: top-dose activity change, negative = substrate turnover; O89049; further: potency means the concentration at half of the fitted maximal effect; on the % scale 0 is the no-effect control and ±100 the full control effect; nearly all actives have a fitted effect of over 50% in size
Target sequence (O89049 whole entry, looked up): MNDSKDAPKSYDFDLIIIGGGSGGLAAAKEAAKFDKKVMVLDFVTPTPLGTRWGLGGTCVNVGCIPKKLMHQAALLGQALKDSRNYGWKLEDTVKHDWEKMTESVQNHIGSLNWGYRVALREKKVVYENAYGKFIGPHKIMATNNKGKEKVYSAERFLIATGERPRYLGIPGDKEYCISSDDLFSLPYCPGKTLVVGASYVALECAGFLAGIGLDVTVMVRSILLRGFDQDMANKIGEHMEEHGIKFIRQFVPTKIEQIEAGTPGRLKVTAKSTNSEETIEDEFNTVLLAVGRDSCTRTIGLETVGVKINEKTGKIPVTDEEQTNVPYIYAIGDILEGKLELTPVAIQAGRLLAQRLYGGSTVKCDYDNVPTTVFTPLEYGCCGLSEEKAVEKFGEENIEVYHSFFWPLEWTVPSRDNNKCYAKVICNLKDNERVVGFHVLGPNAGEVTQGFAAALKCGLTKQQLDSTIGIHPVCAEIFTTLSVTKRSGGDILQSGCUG
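Rat TrxR1, dispensed at 90 nM, was prereduced with 400 uM NADPH (final) for 5 min at ~22 deg C, then incubated with compound 15 min before 400 uM selenite. A first-read NADPH fluorescence drop versus no-compound background flagged substrates.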
PI4K2A block: inhibitors of human PI4K2A; Q9BTU6; purified PI4K2A, ADP-Glo luminescence, 1 h; active compounds read low; activity change, negative = inhibition, % at 76.9 µM; actives 0.13% (n = 420,000); AID 1346378; in the data active means activity change below about -50%; inconclusive means mostly about -30% to -49%;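 further: -100% = wells without enzyme as full effect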
Target sequence (Q9BTU6 whole entry, looked up): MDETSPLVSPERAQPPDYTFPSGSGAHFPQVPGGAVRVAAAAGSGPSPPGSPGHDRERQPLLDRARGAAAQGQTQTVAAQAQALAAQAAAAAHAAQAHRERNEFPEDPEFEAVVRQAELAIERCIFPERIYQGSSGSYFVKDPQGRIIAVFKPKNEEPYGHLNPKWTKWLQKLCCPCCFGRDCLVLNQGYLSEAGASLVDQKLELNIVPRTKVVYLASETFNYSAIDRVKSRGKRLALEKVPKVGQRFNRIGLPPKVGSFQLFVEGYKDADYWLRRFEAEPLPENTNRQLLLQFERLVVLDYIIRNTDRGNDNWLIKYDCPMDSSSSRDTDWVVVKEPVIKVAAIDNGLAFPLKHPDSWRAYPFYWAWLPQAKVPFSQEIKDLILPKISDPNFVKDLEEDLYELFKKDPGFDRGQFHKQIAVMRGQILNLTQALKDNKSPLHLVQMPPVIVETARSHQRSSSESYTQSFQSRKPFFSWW
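In this quantitative HTS, ADP production by PI4K2A was quantified luminescently after 1 h at ambient temperature; 100 microM adenosine served as plate-quality control.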
TrxR1 inh: blocks rat thioredoxin reductase 1 | recombinant rTrxR1, NADPH fluorescence consumption, selenite substrate | Potency, µM (top dose mostly 114 µM), for the others: at the highest dose activity change, negative = inhibition, most hits filed as inhibitors | actives 1% (n = 390,000) | AID 588453; further: potency means the concentration at half of the fitted maximal effect; on the % scale 0 is the no-effect control and ±100 the full control effect; nearly all actives have a fitted effect of over 65% in size
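Rat TrxR1 (90 nM in the dispensed reagent) was pre-reduced with 400 uM NADPH for 5 min at room temperature, then incubated with compound for 15 min. After 400 uM selenite was added, NADPH fluorescence (Ex 340/Em 450 nm) was followed for 8 min.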
mIDH1 inhibitor: human IDH1 R132H inhibition; IDH1-R132H enzyme, NADPH consumption, diaphorase/resazurin fluorescence; Potency, µM (series often up to 76.6 µM), without a hit: at the top dose activity change, negative = inhibition, actives largely listed as inhibitors; actives 0.093% (n = 390,000); AID 602179; further: potency means the concentration at half of the fitted maximal effect; on the % scale 0 is the no-effect control and ±100 the full control effect; nearly all actives have a fitted effect of over 65% in size
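IDH1-R132H (0.5 ug/mL) preincubated 30 min with compound, then NADPH (0.016 mM) and alpha-KG (2 mM) added; 80 min at RT, pH 7.5. Remaining NADPH coupled via diaphorase/resazurin to fluorescence (540/590 nm); concentration-response curves normalized to no-enzyme control.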
Pin1 inhibitor: inhibitors of human Pin1; Q13526; Pin1 FP peptide displacement, HiFluor488, 10 min; Potency, µM (doses to about 115 µM), inactives show at the highest dose activity, negative = inhibition, usual class: inhibitors; actives 0.009% (n = 390,000); AID 504891; active means well fitted inhibition curve with a large enough effect in the polarisation, with a control signal flat, not every such curve was filed as active; inconclusive means small, poorly fitted or top-dose-only effect, or effect the other way, or a change in a side signal; inactive means no such curve, though single readings can be large or run the other way; the % refers to the polarisation; further: potency means the concentration at half of the fitted maximal effect; on the % scale 0 is the no-effect control and ±100 the full control effect
Tb PGK inh: inhibitors of T. brucei phosphoglycerate kinase. actives 0.043% (n = 380,000). PGK/GAPDH coupled, Kinase-Glo luminescence, 60 min. Potency, µM (highest dose often 57.5 µM), without a hit: at the highest dose activity change, negative = inhibition, hits mostly inhibitors. AID 602233; further: potency means the concentration at half of the fitted maximal effect; on the % scale 0 is the no-effect control and ±100 the full control effect; nearly all actives have a fitted effect of over 60% in size
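Luminescent ATP detection (Kinase-Glo Plus) follows a 60-minute room-temperature incubation, with wells lacking PGK as controls. Buffer: 100 mM TEA (pH 7.6), 5 mM MgCl2, 0.01% Tween-20. Coupling enzyme GAPDH (100 nM final) supplies unstable 1,3-BPG in-well.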
HP1b chromo inh: inhibitors of HP1-beta chromodomain binding to methylated histone tails | P83916 | Potency, µM (doses to about 114 µM), inactives show at the highest dose activity change, negative = inhibition, usual class: inhibitors | AlphaScreen HP1-beta / biotin-H3K9me3 peptide binding | actives 0.56% (n = 390,000); further: potency means the concentration at half of the fitted maximal effect; nearly all actives have a fitted effect of over 70% in size; inactives centre near 23
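AlphaScreen: HP1-beta (50 nM) preformed 30 min with biotin-H3(1-18)K9me3 peptide (50 nM) in PBS pH 7.4, 0.01% Tween-20. Compound added for 30 min at RT, then streptavidin donor/nickel chelate acceptor beads (10 ug/mL) for 30 min.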
USP1 inh: blocks the human USP1/UAF1 deubiquitinase complex; O94782; recombinant USP1/UAF1, Ub-Rhodamine cleavage fluorescence; Potency, µM (top dose mostly 57.1 µM), for the others: at the top dose activity change, negative = inhibition, most hits filed as inhibitors; actives 0.23% (n = 390,000); further: potency means the concentration at half of the fitted maximal effect; on the % scale 0 is the no-effect control and ±100 the full control effect; nearly all actives have a fitted effect of over 60% in size; inactives centre near -12
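In this screen, compounds sit with the deubiquitinase complex (1nM) for 15 min at room temperature before Ub-Rho is added at 150nM final. Fluorescence rise is then followed for 6 reads every 60 seconds.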
GLS inh: glutaminase GLS (human) inhibition; GLS enzymatic activity, qHTS titration; Potency, µM (doses to about 45.5 µM), without a hit: at the top dose activity change, negative = inhibition, actives largely listed as inhibitors; actives 0.21% (n = 410,000); O94925; further: potency means the concentration at half of the fitted maximal effect; on the % scale 0 is the no-effect control and ±100 the full control effect
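Compounds were pin-transferred onto hKGA, after which L-glutamine (1 mM solution) and a detection mix of glutamate oxidase, HRP and Amplex Red were added. Initial and 30 min RT fluorescence reads were collected.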
The depositor's hits bear a star; i = inactive; ? = inconclusive; . = no result given; & = joins results of further samples; [ ] = dose if it differs, or a comment. Unless noted, the call rests on the fitted dose curve; in most records, active means well fitted curve in the direction sought with a large enough effect; inconclusive means small, poorly fitted or top-dose-only effect, or another doubt; inactive means no such curve, though single readings can be large; an effect the other way counts as inactive or inconclusive. Some of the compounds tested; the hit share may differ from the screen's.

SMILES | TrxR1 substrate | PI4K2A block | TrxR1 inh | mIDH1 inhibitor | Pin1 inhibitor | Tb PGK inh | HP1b chromo inh | USP1 inh | GLS inh
O=C(NCc1ccncc1)c1ccc(Cl)c(S(=O)(=O)N2CCCCC2)c1 | -15%[57.1 µM] | -12 | 22%[57.1 µM] | 7% | 4% | -6% | 56%[activator] | -2% | 0%
COc1ccc(NC(=O)N(C)[C@H]2C[C@H]3c4[nH]c5ccccc5c4CCN3C(=O)[C@H]2[C@H](C)O)cc1 | . | 1 | . | 6% | . | -5% | . | -4% | 11%
O=[N+]([O-])c1ccc(Cl)c(CN2CCC(O)CC2)c1 | -13% | -1 | 6%[57.1 µM] | 3% | -8% | -8% | 45µM* | -7% | -4%
CC(=O)Nc1ccc([N+](=O)[O-])cn1 | -5%[57.1 µM] | 3 | 10%[57.1 µM] | 6% | -4% | i | 25% | -18% | -2%
COc1ccc(-n2c(C)cc(/C=N/Nc3nc(N4CCOCC4)nc(N4CCOCC4)n3)c2C)cc1 | -14% | -2 | -17% | 3% | 4% | -9% | ? | -9% | 12%
COc1cc(C(C(=O)NC(C)(C)C)N(Cc2ccccc2)C(=O)c2cnccn2)cc(OC)c1OC (configuration not stated) | 8% | 2 | 14% | 1% | 0% | . | 17% | -12% | 4%
COc1ccc(-n2nnc3c(SC(C(C)=O)C(=O)N(C)C)ncnc32)cc1 (configuration not stated) | -7% | 3 | -16% | 3% | 0% | i | ? | -19% | -15%
CCN(CC)c1ccc(NC(=O)c2[nH]c(C)c(C(C)=O)c2C)c(C)c1 | 1%[57.1 µM] | 6 | -3% | 0% | 7% | 0% | -5% | 2% | 55%[activator]
CCOC(=O)C1=C(COC(=O)[C@@H]2CCCN2S(=O)(=O)c2ccc(C)cc2)NC(=O)NC1C (some centres not stated) | -14% | 1 | -27% | 5% | ? | -1% | 24% | -9% | -22%
CCOCC(=O)Nc1nnc(C)s1 | 9% | -1 | 19% | 5% | 0% | -10% | 18% | -14% | -20%
COc1ccc(OCC(O)CNC(=O)c2ccccc2)cc1 (configuration not stated) | -1% | -8 | 11% | 4% | 2% | -4% | 35% | 1% | 1%
CCOc1ccc(CCNc2nc3ccc(C)cc3n3cnnc23)cc1OCC | 4% | 5 | 3% | 4% | 1% | -5% | 43%[activator] | -25% | 5%
CCC(CO)Nc1ncnc2c1cnn2-c1ccc(C)cc1 (configuration not stated) | 16%[57.1 µM] | -2 | 17%[57.1 µM] | 16% | -1% | 3% | 3% | 0% | 2%
Cc1ccsc1/C=N/Nc1ncnc2nc[nH]c12 | -3%[57.1 µM] | -19 | 3% | 4% | -6% | i | 22% | -20% | 10%
COc1cc2c(cc1OC)C(c1ccccc1)NC(C)(C)C2 (configuration not stated) | 2% | -1 | 22% | 6% | -3% | -1% | 27% | -8% | 1%
COc1ccc2oc(=O)c(-c3nc(-c4ccc(C)c(C)c4)cs3)cc2c1 | -9%[57.1 µM] | 3 | -2%[57.1 µM] | -17% | ? | -2% | 60%[activator] | -21% | 9%
S=C(Nc1ccccn1)NC1CCCC1 | 1% | -2 | -11% | 4% | -4% | i | 26% | -15% | 3%
O=C(Cn1ccsc1=NC(=O)c1ccco1)c1ccccc1 | 13%[57.1 µM] | 1 | -9%[57.1 µM] | 9% | 4% | i | 49%[activator] | -16% | -2%
Cc1ccc2c(c1)c1c3n2CCN(C(=O)c2cccc(C(F)(F)F)c2)C3CCC1 (configuration not stated) | -2% | -5 | 25%[11.4 µM] | -7% | 1% | 0% | -24% | -19% | 18%
N#Cc1cc(Oc2cccc3cccnc23)c(-n2nnc3ccccc32)cc1C#N | -3% | 24 | 71µM* | 7% | ? | -1% | 42%[activator] | ? | 2%
O=Cc1nc(-c2ccc(Cl)cc2)n2ccccc12 | 2% | -3 | -24% | 4% | 7% | -2% | 46%[activator] | -11% | 0%
COc1ccc2oc3ccccc3c(=O)c2c1 | 180%[activator] | -5 | 3% | -3%[38.3 µM] | 0% | 6% | 63%[activator] | -31% | -1%
Cc1cccc(C(=O)OC(C)C(=O)NC(=O)NC2CCCCC2)c1O (configuration not stated) | 9% | -8 | 29% | 2% | -2% | -11% | 0% | -16% | 5%
Cc1cccc(-n2c(-c3ccoc3C)n[nH]c2=S)c1 | -11% | -13 | ? | 1% | 14% | i | -17% | ? | -12%
COc1cc2ccccc2cc1C(=O)Nc1cccnc1 | 0% | 3 | 5% | 3% | -5% | -3% | 22% | -5% | 7%
COc1cc(NC(=O)C2=C(N3CCOCC3)/C(=C\c3ccc(N(C)C)cc3)CCC2)cc(OC)c1OC | -17% | 1 | ? | 8% | ? | -5% | ? | -7% | 17%
CS(=O)(=O)c1ccc2nc(NC(=O)CC3CCCC3)sc2c1 | 4%[2.29 µM] | -5 | -18%[57.1 µM] | -1% | -2% | . | 24% | 2% | 1%
O=C(NCCc1ccccc1Cl)c1cc2ccccn2n1 | -3%[57.1 µM] | -1 | -8%[57.1 µM] | 24% | 4% | -2% | 29% | ? | 0%
Cc1ccc(C(=O)NCCOc2ccc(Cl)cc2)cc1 | -8% | -1 | 11%[57.1 µM] | -11% | 4% | -5% | 44%[activator] | -18% | -9%
O=C(Oc1ccccc1/C=C\C(=O)c1cc2ccccc2o1)c1ccccc1 | -7% | 19 | ? | 1% | 24% | -1% | -1% | -25% | 3%

Rewritten tab-delimited: 2 of the compounds above.
molecule	TrxR1 substrate	PI4K2A block	TrxR1 inh	mIDH1 inhibitor	Pin1 inhibitor	Tb PGK inh	HP1b chromo inh	USP1 inh	GLS inh
Cc1cccc(-n2c(-c3ccoc3C)n[nH]c2=S)c1	-11%	-13	?	1%	14%	i	-17%	?	-12%
COc1cc2ccccc2cc1C(=O)Nc1cccnc1	0%	3	5%	3%	-5%	-3%	22%	-5%	7%

Next results.
SMILES | TrxR1 substrate | PI4K2A block | TrxR1 inh | mIDH1 inhibitor | Pin1 inhibitor | Tb PGK inh | HP1b chromo inh | USP1 inh | GLS inh
COc1ccccc1NC(=O)c1ccccc1NS(=O)(=O)N1CCCC1 | 7%[57.1 µM] | 3 | 1%[57.1 µM] | 8% | -5% | 5% | 32% | -7% | 8%
COc1ccc(C(=O)Nc2cc(S(=O)(=O)c3ccc(Cl)cc3)c(O)c(C)c2C)cc1 | -1% | -3 | 7% | 9% | 18% | i | 36% | -23% | 2%
Cc1ccc(-n2c(-c3ccco3)nc3c(cnn3-c3ccccc3C)c2=O)cc1 | -17%&-2% | -7&0 | ? | 8%&4% | 2%&-1% | -10% | 9%&22% | -14%&-32% | 6%&5%
Cc1nc(-c2ccc(C(=O)NCCO)cc2)cs1 | 9%[57.1 µM] | -1 | 17%[57.1 µM] | -7% | -3% | -3% | 16% | 6% | 5%
CC(=O)Nc1ccc(/C=N/Nc2nc3ccccc3s2)cc1 | -3% | -4 | 14% | -4% | -3% | 0% | 41%[activator] | -20% | 1%
Cc1cc(=S)[nH]c(=S)[nH]1 | -8% | -4 | -29% | -4% | 2% | 0% | 51%[activator] | -9% | -7%
C[C@H]1CN([C@@H](C)CO)S(=O)(=O)c2ccc(-c3cncnc3)cc2O[C@H]1CN(C)C(=O)NC1CCCC1 | . | 1 | . | 1% | . | -7% | . | ? | -2%
Clc1ccc(Nc2ncnc3c2nnn3Cc2ccccc2)cc1 | 45%[activator] | 3 | 23% | 8% | -1% | -1% | -17% | -30% | -2%
CCN1C(=O)c2ccccc2Sc2ccc(NC(=O)c3ccc(Cl)cc3)cc21 | -3%[57.1 µM] | -4 | -3%[57.1 µM] | 2% | -1% | -4% | 28%[57 µM] | 8% | 1%
Cc1ccc(S(=O)(=O)N2CCCC2)cc1C(=O)N1CCC(C)CC1 | -3% | 1 | -6% | 1% | 1% | i | 48%[activator] | -9% | -3%
O=C(Oc1coc(CSc2ncccn2)cc1=O)c1ccccc1[N+](=O)[O-] | 5% | 8 | 11% | -3% | -4% | -1% | 43%[activator] | -25% | 9%
O=C(Cn1ccc([N+](=O)[O-])n1)NCc1cccnc1 | -12% | 3 | -16% | -5% | 3% | 1% | 17% | 3% | 0%
COC(=O)C1=C(C)N(C)C(=O)/C1=C\c1ccco1 | -6% | -6 | 25µM* | -5% | -7% | -4% | -7% | -14% | -3%
S=C(NCCCc1ccccc1)Nc1ccc(Cl)cc1 | -11% | -2 | -20% | 0% | 18% | 0% | 46%[activator] | -27% | 7%
O=C(Nc1ccccc1F)N(Cc1ccc(F)cc1)Cc1nc2ccccc2c(=O)[nH]1 | -7%[57.1 µM] | 1 | -6%[57.1 µM] | ? | 0% | -1% | 44%[activator] | -11% | ?
CCc1ccccc1NC(=S)NC1CC2CCCC(C1)N2Cc1cccs1 (configuration not stated) | 13% | 1 | 14% | -1% | 0% | 2% | -4% | -4% | 16%
COc1ccc(NC(=O)c2cnn(-c3ccc(C)c(C)c3)c2C2CCNCC2)cc1OC | 1%[57.1 µM] | -1 | 7%[57.1 µM] | -18% | 6% | 0% | -9% | -13% | -4%
Cc1ccc(/C=N/N2CCN(c3ccncc3S(=O)(=O)N3CCCCC3)CC2)cc1 | -6% | -3 | -2% | 1% | -5% | 0% | 19% | -6% | 9%
N#CCNC1CC(=O)N(c2ccccc2)C1=O (configuration not stated) | 3%[2.29 µM] | 4 | 9% | 2% | -7% | -4% | 41%[activator] | 5% | 2%

Source: PubChem BioAssay (National Center for Advancing Translational Sciences (NCATS))
